BioA inh – blocks M. tuberculosis BioA enzyme activity; purified M. tuberculosis BioA enzyme, plate reader; inhibition, % at 9.99 µM; 0.096% of 360,000 active; AID 602481; in the data active means inhibition above about 40%
Numbers without * were called inactive.

Cc1ccc(S(=O)(=O)Nc2ccc3c(c2)C(=O)N([C@H](C)CO)C[C@@H](C)[C@@H](CN(C)S(=O)(=O)c2cn(C)cn2)OCCCC[C@H](C)O3)cc1
  BioA inh: 1.5

COc1ccc(S(=O)(=O)Nc2ccc3c(c2)CC(=O)N([C@@H](C)CO)C[C@H](C)[C@H](CN(C)Cc2ccccc2)O3)cc1
  BioA inh: 1.8

C[C@@H]1CCCCO[C@@H](CN(C)C(=O)c2ccncc2)[C@@H](C)CN([C@@H](C)CO)C(=O)c2cc(NC(=O)CCC(F)(F)F)ccc2O1
  BioA inh: -0.3

Cc1ccccc1S(=O)(=O)NCC[C@@H]1CC[C@@H](NC(=O)C2CCCCC2)[C@@H](CO)O1
  BioA inh: -1.9

CC(=O)Nc1ccc2c(c1)C(=O)N(C)[C@@H]1CC[C@H](CC(=O)NCc3ccc(Cl)cc3)O[C@@H]1CO2
  BioA inh: 21

COc1ccc(C#Cc2ccc([C@H]3[C@@H](CO)N4CCCCN(C(=O)Cc5ccccc5)C[C@H]34)cc2)cc1
  BioA inh: 1.4

C[C@H]1CN([C@@H](C)CO)C(=O)c2cc(NC(=O)Nc3ccc(F)cc3)ccc2O[C@H]1CN(C)C(=O)NC1CCCCC1
  BioA inh: 0.6

COc1ccc(S(=O)(=O)N2C[C@@H](O)COC[C@@H]3O[C@@H](CC(=O)NCc4ccc(Cl)c(Cl)c4)CC[C@H]32)cc1
  BioA inh: 1.6

C[C@@H]1CN([C@H](C)CO)C(=O)c2cc(NS(=O)(=O)c3cn(C)cn3)ccc2O[C@@H]1CN(C)C(=O)Nc1ccc(C(F)(F)F)cc1
  BioA inh: 1.3

Cc1noc(C)c1S(=O)(=O)N(C)C[C@H]1OCCCC[C@@H](C)Oc2ccc(NC(=O)CCC(F)(F)F)cc2C(=O)N([C@@H](C)CO)C[C@@H]1C
  BioA inh: -2.3

C[C@@H]1CN([C@@H](C)CO)C(=O)Cc2cc(N(C)C)ccc2O[C@H]1CN(C)S(=O)(=O)c1cccs1
  BioA inh: 4.8

C[C@H]1CN([C@@H](C)CO)C(=O)c2cc(NS(=O)(=O)c3cn(C)cn3)ccc2O[C@H]1CN(C)C(=O)Nc1cccc2ccccc12
  BioA inh: -0.8

CN(C)CC#Cc1ccc([C@H]2[C@H](CO)N3CCCCN(C(=O)C4CC4)C[C@@H]23)cc1
  BioA inh: 3.1

CO[C@@H]1CC[C@@H]2CCOc3c(C#N)cccc3C(=O)N(C)C[C@@H](c3ccccc3)CC(=O)N(C)C[C@H]1O2
  BioA inh: -0.2

C[C@H](CO)N1C[C@H](C)[C@H](CN(C)S(C)(=O)=O)Oc2ccc(NS(=O)(=O)c3cccs3)cc2C1=O
  BioA inh: 3.7

C[C@@H]1CCCCO[C@@H](CN(C)C(=O)c2ccccc2)[C@H](C)CN([C@@H](C)CO)C(=O)c2cc(NC(=O)c3ccccc3)ccc2O1
  BioA inh: -0.3

CO[C@@H]1CN(C)C(=O)c2cc(NC(=O)c3ccc(-c4ccccc4)cc3)ccc2OC[C@@H](C)NC[C@@H]1C
  BioA inh: 2.3

CO[C@H]1CN(C)C(=O)c2ccc(NS(C)(=O)=O)cc2OC[C@H](C)NC[C@H]1C
  BioA inh: -3.4

CCCC#Cc1ccc([C@@H]2[C@H]3CN(S(=O)(=O)c4ccccc4F)CCCCN3[C@H]2CO)cc1
  BioA inh: 1.6

N#Cc1ccc(-c2ccc3c(c2)[C@@H]2[C@@H](CCN2C(=O)c2ccc4c(c2)OCO4)[C@H](CO)N3)cc1
  BioA inh: -1.1

C[C@H]1CCCCO[C@H](CN(C)S(=O)(=O)c2ccc(F)cc2)[C@@H](C)CN([C@@H](C)CO)C(=O)c2cc(NC(=O)Nc3cccc4ccccc34)ccc2O1
  BioA inh: -2.1

C[C@H]1CN([C@@H](C)CO)C(=O)c2cc(C#Cc3ccccc3)cnc2O[C@H]1CN(C)C(=O)c1ccccn1
  BioA inh: -1.5

C[C@@H]1CN([C@H](C)CO)C(=O)c2cc(-c3cncnc3)cnc2O[C@@H]1CN(C)C(=O)Cc1cccnc1
  BioA inh: -0.4

C[C@@H]1CN([C@H](C)CO)S(=O)(=O)c2ccc(-c3ccc(C(=O)N(C)C)cc3)cc2O[C@@H]1CN(C)Cc1ccccc1C(=O)O
  BioA inh: -0.2

C[C@@H]1CN([C@@H](C)CO)C(=O)Cc2cc(NC(=O)CCN3CCOCC3)ccc2O[C@@H]1CN(C)CC1CCCCC1
  BioA inh: 0.1

C[C@H](CO)N1C[C@H](C)[C@@H](CN(C)Cc2cncnc2)Oc2cc(-c3ccncc3)ccc2S1(=O)=O
  BioA inh: 2.5

O=C(NCC1CC1)[C@@H]1[C@@H](CO)[C@@H]2Cn3c(ccc(C4=CCCC4)c3=O)[C@H]1N2CCC(F)(F)F
  BioA inh: -3.7

C[C@@H](O)C#Cc1ccc([C@@H]2[C@@H](CO)N3CCCCN(C(=O)c4ccncc4)C[C@H]23)cc1
  BioA inh: -1.4

COc1ccc(-c2ccc([C@@H]3[C@H](CO)N4CCCCN(C(=O)Cc5ccccc5)C[C@@H]34)cc2)cc1
  BioA inh: -3.6

C[C@H]1CN([C@@H](C)CO)C(=O)c2cccc(NC(=O)C3CCOCC3)c2O[C@H]1CN(C)Cc1ccccc1
  BioA inh: 3.6

Four entries picked at random from the list so far, as already listed:
C[C@@H](O)C#Cc1ccc([C@@H]2[C@@H](CO)N3CCCCN(C(=O)c4ccncc4)C[C@H]23)cc1
  BioA inh: -1.4

C[C@H]1CN([C@@H](C)CO)C(=O)c2cc(NS(=O)(=O)c3cn(C)cn3)ccc2O[C@H]1CN(C)C(=O)Nc1cccc2ccccc12
  BioA inh: -0.8

C[C@@H]1CN([C@@H](C)CO)C(=O)Cc2cc(NC(=O)CCN3CCOCC3)ccc2O[C@@H]1CN(C)CC1CCCCC1
  BioA inh: 0.1

Cc1ccccc1S(=O)(=O)NCC[C@@H]1CC[C@@H](NC(=O)C2CCCCC2)[C@@H](CO)O1
  BioA inh: -1.9

Following part
C[C@@H]1CN([C@@H](C)CO)C(=O)c2cccc(NC(=O)c3nc4ccccc4s3)c2O[C@H]1CN(C)S(=O)(=O)c1ccc(F)cc1
  BioA inh: -2.4

COc1cccc(-c2ccc([C@H]3[C@@H](CO)N4CCCCN(C(=O)Cc5ccncc5)C[C@H]34)cc2)c1
  BioA inh: -3.1

C[C@H](CO)N1C[C@H](C)[C@H](CN(C)Cc2ccc(C(=O)Nc3ccccc3N)cc2)OCc2cnnn2CCCC1=O
  BioA inh: -1.0

OC[C@H]1N[C@@H](CNCC2CCC2)[C@@H]1c1ccc(C2=CCCC2)cc1
  BioA inh: 1.5

Cc1noc(C)c1NC(=O)Nc1ccc2c(c1)CC(=O)N([C@H](C)CO)C[C@H](C)[C@@H](CN(C)Cc1ccc(Cl)c(Cl)c1)O2
  BioA inh: 2.9

CO[C@H]1CN(C)C(=O)c2cc(NC(=O)NC3CCCCC3)ccc2OC[C@H](C)N(C(C)=O)C[C@H]1C
  BioA inh: 2.1

COc1ccc(S(=O)(=O)Nc2ccc3c(c2)CC(=O)N([C@H](C)CO)C[C@@H](C)[C@@H](CN(C)Cc2ccc(C(F)(F)F)cc2)O3)cc1
  BioA inh: 1.2

CO[C@@H]1CN(C)C(=O)c2ccc(NC(=O)C3CC3)cc2OC[C@@H](C)N(Cc2ccccc2C(=O)O)C[C@H]1C
  BioA inh: -3.1

Cc1ccc(S(=O)(=O)N(C)C[C@H]2OCc3ccccc3-c3c(n(C)c4ccccc34)C(=O)N([C@H](C)CO)C[C@H]2C)cc1
  BioA inh: 2.1

CN1C(=O)c2cc(NC(=O)C3CCOCC3)ccc2OC[C@H]2O[C@H](CC(=O)O)CC[C@H]21
  BioA inh: -0.8

C[C@H](NC(=O)[C@H]1[C@H](CO)[C@H]2Cn3c(cccc3=O)[C@H]2N1Cc1ccncc1)c1ccccc1
  BioA inh: -1.3

O=C(CCN1CCCCC1)N[C@H]1CC[C@@H](CCn2cc(-c3ccc(F)cc3)nn2)O[C@H]1CO
  BioA inh: 1.3

CCCN(C)C[C@H]1OCCCC[C@@H](C)Oc2ccc(NC(=O)Nc3ccccc3)cc2C(=O)N([C@@H](C)CO)C[C@H]1C
  BioA inh: -0.7

CN(C)C(=O)C[C@H]1C[C@H]2c3cc(NC(=O)C4CCOCC4)ccc3O[C@H]2[C@H](CO)O1
  BioA inh: 0.6

C/C=C/c1ccc([C@@H]2[C@@H](CO)N3CCCCN(C(=O)Nc4ccc(OC)cc4)C[C@H]23)cc1
  BioA inh: -3.2

CS(=O)(=O)N1[C@@H](C#N)[C@@H](c2ccccc2)[C@@H]1CO
  BioA inh: 0.3

C[C@@H](O)C#Cc1ccc([C@@H]2[C@H]3CN(C(=O)c4cccc(F)c4)CCCCN3[C@H]2CO)cc1
  BioA inh: 12

C[C@@H]1CCCCO[C@@H](CN(C)C(=O)Nc2ccc3c(c2)OCO3)[C@H](C)CN([C@H](C)CO)C(=O)c2cc(NS(=O)(=O)c3ccc(Cl)cc3)ccc2O1
  BioA inh: -2.5

O=C(C[C@H]1C=C[C@@H](NC(=O)C2CC2)[C@H](CO)O1)Nc1ccccc1
  BioA inh: 1.0

CCC(=O)N1C[C@@H](C)[C@@H](OC)CN(C)C(=O)c2ccc(NC(=O)Nc3ccccc3)cc2OC[C@@H]1C
  BioA inh: 0.2

Cc1noc(C)c1NC(=O)N(C)C[C@H]1Oc2ccc(NS(C)(=O)=O)cc2CC(=O)N([C@H](C)CO)C[C@H]1C
  BioA inh: -0.5

CCCNC(=O)Nc1ccc2c(c1)C(=O)N(C)C[C@@H](OC)[C@@H](C)CN(C(=O)C1CCCCC1)[C@@H](C)CO2
  BioA inh: -1.8

C[C@@H]1CN([C@H](C)CO)S(=O)(=O)c2ccc(C#Cc3cccc(F)c3)cc2O[C@H]1CN(C)S(=O)(=O)c1cn(C)cn1
  BioA inh: 2.8

C[C@H]1CN([C@@H](C)CO)C(=O)Cc2cc(NC(=O)Nc3ccccc3)ccc2O[C@H]1CN(C)S(C)(=O)=O
  BioA inh: 1.9

CC(C)C#Cc1ccc([C@H]2[C@@H](C#N)N(C(=O)C3CCOCC3)[C@H]2CO)cc1
  BioA inh: -3.1

C[C@@H]1CN([C@H](C)CO)C(=O)c2ccccc2-c2ccccc2CO[C@@H]1CN(C)C(=O)Nc1ccc(F)cc1
  BioA inh: -3.3

C[C@H]1CN([C@@H](C)CO)C(=O)c2cccc(NS(=O)(=O)c3ccc(Cl)cc3)c2O[C@H]1CN(C)Cc1ccc(C(F)(F)F)cc1
  BioA inh: -1.4

CO[C@H]1CN(C)C(=O)c2ccc(NC(=O)C3CCCC3)cc2OC[C@H](C)N(C(=O)CC2CC2)C[C@H]1C
  BioA inh: 0.7

O=C(Nc1ccc2c(c1)[C@H]1C[C@H](CC(=O)N3CCc4ccccc4C3)O[C@@H](CO)[C@H]1O2)NC1CCCC1
  BioA inh: -0.9

COc1ccc(S(=O)(=O)Nc2ccc3c(c2)C(=O)N([C@@H](C)CO)C[C@H](C)[C@H](CN(C)Cc2ccncc2)OCCCC[C@H](C)O3)cc1
  BioA inh: 1.1

Cc1ccc(S(=O)(=O)N(C)C[C@H]2Oc3ccc(NC(=O)CCCCCC(=O)Nc4ccccc4N)cc3CC(=O)N([C@H](C)CO)C[C@H]2C)cc1
  BioA inh: -0.6

O=C(CCN1CCCCC1)N[C@@H]1CC[C@@H](CCNS(=O)(=O)c2ccc(Cl)cc2)O[C@H]1CO
  BioA inh: 3.1

C[C@@H]1CN([C@H](C)CO)C(=O)c2cc(NS(C)(=O)=O)ccc2O[C@@H]1CN(C)S(=O)(=O)c1ccc(Cl)cc1
  BioA inh: -1.0

CCC(=O)Nc1ccc2c(c1)C(=O)N(C)[C@H]1CC[C@H](CC(=O)O)O[C@@H]1CO2
  BioA inh: -0.6

COc1ccc(NC(=O)Nc2ccc3c(c2)[C@H]2C[C@@H](CC(=O)N4CCN(C)CC4)O[C@@H](CO)[C@H]2O3)cc1
  BioA inh: -1.0

C[C@@H]1CN([C@@H](C)CO)S(=O)(=O)c2ccc(-c3cncnc3)cc2O[C@H]1CN(C)Cc1cccnc1
  BioA inh: -1.6

C[C@H](CO)N1C[C@H](C)[C@H](CN(C)C(=O)Nc2ccc(C(F)(F)F)cc2)Oc2c(cccc2N(C)C)C1=O
  BioA inh: 1.4

C[C@@H]1CN([C@@H](C)CO)C(=O)Cc2cc(NC(=O)Nc3ccccc3)ccc2O[C@@H]1CN(C)Cc1ccncc1
  BioA inh: -1.0

Cc1cccc(S(=O)(=O)N(C)C[C@@H]2OCc3ccccc3-c3ccccc3C(=O)N([C@@H](C)CO)C[C@@H]2C)c1
  BioA inh: 0.7

C[C@@H]1CN([C@@H](C)CO)C(=O)c2cccc(NC(=O)C3CC3)c2O[C@H]1CN(C)Cc1ccc2c(c1)OCO2
  BioA inh: 4.8

C[C@H]1CCCCO[C@H](CN(C)Cc2ccc(C(=O)O)cc2)[C@@H](C)CN([C@@H](C)CO)C(=O)c2cc(NS(=O)(=O)c3ccc(Cl)cc3)ccc2O1
  BioA inh: 0.3

COc1ccc(S(=O)(=O)N(C)C[C@@H]2OCCCC[C@@H](C)Oc3ccc(N(C)C)cc3C(=O)N([C@@H](C)CO)C[C@H]2C)cc1
  BioA inh: -3.3

COc1ccccc1-c1ccc2c(c1)O[C@@H](CN(C)C(C)=O)[C@@H](C)CN([C@@H](C)CO)S2(=O)=O
  BioA inh: 3.7

CCC(=O)N[C@@H]1CC[C@@H](CCNS(=O)(=O)c2ccc(Cl)cc2)O[C@@H]1CO
  BioA inh: -0.5

C[C@@H](NC(=O)C[C@@H]1C=C[C@H](NC(=O)CN2CCOCC2)[C@H](CO)O1)c1ccccc1
  BioA inh: 5.7

O=C(CN1CCOCC1)NCC[C@H]1CC[C@H](NC(=O)Cc2ccccn2)[C@@H](CO)O1
  BioA inh: -2.2

C[C@H](CO)N1C[C@H](C)[C@H](CN(C)Cc2ccncc2)Oc2ncc(-c3ccccc3)cc2C1=O
  BioA inh: 3.9

C[C@@H]1CN([C@H](C)CO)S(=O)(=O)c2ccc(Br)cc2O[C@@H]1CN(C)CC1CCOCC1
  BioA inh: -0.9

O=C(CN1CCOCC1)N[C@@H]1CC[C@H](CCNC(=O)Nc2cc(F)ccc2F)O[C@@H]1CO
  BioA inh: -1.5

C[C@H]1CN([C@@H](C)CO)C(=O)c2ccccc2-c2ccccc2CO[C@@H]1CN(C)S(=O)(=O)c1ccc(C(F)(F)F)cc1
  BioA inh: -0.4

Screens deposited in PubChem BioAssay by Broad Institute.

This is a subset; rates above refer to the full screens.
